SIAE primary – inhibitors of human sialic acid acetylesterase SIAE. Q9HAT2. SIAE FP-Rh probe binding, fluorescence polarization. inhibition, % at 9.66 µM. 370,000 compounds, 0.69% hits. AID 1053197;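 active means inhibition above a cutoff: mean of compounds within the control limits plus 3 SD of those, cut at about 17% in these data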;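 further: 0% = plate median of compound wells and 100% = probe without SIAE protein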
PRMT1 inh – inhibitors of human PRMT1 | Q99873 | recombinant PRMT1, activity-based probe fluorescence polarization | inhibition, % at 2.79 µM | 370,000 compounds, 1.3% hits;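 active means inhibition above about 21% made by adding two undisclosed values, limit read from the data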
rCAG RNA binder – r(CAG) repeat RNA binding; TO-PRO-1 dye displacement fluorescence; inhibition, % at 3 µM; 370,000 compounds, 1.3% hits;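 active means inhibition above the plate cutoff, the mean of all test compounds on that plate plus 3 SD, cut at about 35% in these data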;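 further: 0% = DMSO alone and 100% = 100 µM mitoxantrone as full dye displacement; higher means more dye released from RNA so lower well fluorescence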
LEDGF integ inh – blocks HIV-1 LEDGF/p75-dependent DNA integration; TR-FRET IN-LEDGF/p75 DNA integration, Eu/Cy5; 370,000 compounds, 0.64% hits; inhibition, % at 3.7 µM;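 active means inhibition above the screen-wide mean plus 3 SD, cut at about 13% in these data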;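 further: signal is the Cy5 over europium emission ratio at 671 and 618 nm; 0% = plate median of compound wells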
HTRA1 inhibitor – blocks human HTRA1 serine peptidase. Q92743. recombinant HTRA1, FP-rhodamine activity-based probe, fluorescence polarization. inhibition, % at 5.96 µM. 340,000 compounds, 0.5% hits; in the data active means inhibition above about 36%;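 further: 0% = enzyme with DMSO and 100% = wells lacking enzyme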
Target sequence (Q92743 whole entry, looked up): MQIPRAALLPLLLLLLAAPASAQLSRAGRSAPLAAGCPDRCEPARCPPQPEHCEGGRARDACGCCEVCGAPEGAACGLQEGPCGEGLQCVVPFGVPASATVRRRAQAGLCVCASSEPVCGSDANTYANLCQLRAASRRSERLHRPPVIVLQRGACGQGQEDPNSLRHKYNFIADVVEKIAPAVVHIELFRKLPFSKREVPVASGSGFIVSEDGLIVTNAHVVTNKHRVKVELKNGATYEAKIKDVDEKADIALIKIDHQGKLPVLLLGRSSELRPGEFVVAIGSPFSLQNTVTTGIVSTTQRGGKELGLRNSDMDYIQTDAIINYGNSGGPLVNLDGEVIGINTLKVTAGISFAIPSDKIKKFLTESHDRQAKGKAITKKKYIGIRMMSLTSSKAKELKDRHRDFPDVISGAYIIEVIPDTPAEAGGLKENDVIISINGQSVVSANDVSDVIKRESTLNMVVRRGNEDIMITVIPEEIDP
PG9 Ab binder – binds the HIV-1 gp120 antibody PG9; TR-FRET gp120-PG9 antibody binding; inhibition, % at 6.7 µM; 360,000 compounds, 0.43% hits; in the data active means inhibition above about 8.5%
TCR CD3 inh – blocks the human TCR-CD3 interaction | TAMRA-labeled TCR probe fluorescence, biochemical | inhibition, % at 9.4 µM | 360,000 compounds, 0.37% hits; in the data active means inhibition above about 19%;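 further: recombinant mutant TCR 2C K166C tagged with TAMRA read by polarization; 0% = receptor in buffer alone and 100% = receptor with positive control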
mABHD4 FP – inhibits mouse alpha/beta hydrolase domain 4; Q8VD66; purified mABHD4, FP-Rh probe fluorescence polarization; inhibition, % at 8.92 µM; 370,000 compounds, 0.54% hits; AID 720543;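 active means inhibition exceeding the mean over every tested compound plus 3 SD, cut at about 30% in these data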;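 further: 0% = plate median of compound wells and 100% = S159A mutant with DMSO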
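system = mouse ABHD4 enzyme, wild type | medium = HEPES pH 7.0, NaCl, Pluronic buffer | also added = FP-Rh probe | incubation = Enzyme–compound pre-incubation 45 min, then probe 60 min, both 25 °C | technique = fluorescence polarization, excitation 525 nm, emission 598 nm, BODIPY TMR filters | controls = S159A mutant high control, sample median low control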
TDP2 inh – TDP2 (human) inhibition, absorbance primary screen | O95551 | recombinant TDP2, T5PNP hydrolysis, p-nitrophenol absorbance 415 nm | inhibition, % at 12.8 µM | 370,000 compounds, 0.34% hits | AID 720702;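 active means inhibition above the mean of all tested compounds plus 3 SD, set per campaign, cut at about 25% in these data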;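 further: 0% = DMSO with enzyme and 100% = buffer with substrate but no TDP2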
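System – recombinant human TDP2 · Amount – 120 nM TDP2 per well · Buffer or medium – Mg2+-containing Tris-HCl buffer, pH 7.5 · Reagent – T5PNP substrate, 5 mM · Dosing – 12.8 µM single point, 1% DMSO · Incubation – 2 h at 37 °C · Measured by – epi absorbance · Read-out basis – percent inhibition · Benchmarks – high control without enzyme, low control DMSO plus TDP2 · Repeats – singlicate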
NR1D1 modulator – modulates human Rev-erb alpha binding to DNA. P20393. Rev-erbα–FITC-DNA binding, fluorescence polarization, 90 min. 370,000 compounds, 0.79% hits. activity, % at 10 µM;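 active means activity above about 14%, limit read from the data; passing the limit was not always enough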;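 further: 0% = DMSO wells with 35 nM protein and 100% = DMSO wells with 750 nM protein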
Target sequence (P20393 whole entry, looked up): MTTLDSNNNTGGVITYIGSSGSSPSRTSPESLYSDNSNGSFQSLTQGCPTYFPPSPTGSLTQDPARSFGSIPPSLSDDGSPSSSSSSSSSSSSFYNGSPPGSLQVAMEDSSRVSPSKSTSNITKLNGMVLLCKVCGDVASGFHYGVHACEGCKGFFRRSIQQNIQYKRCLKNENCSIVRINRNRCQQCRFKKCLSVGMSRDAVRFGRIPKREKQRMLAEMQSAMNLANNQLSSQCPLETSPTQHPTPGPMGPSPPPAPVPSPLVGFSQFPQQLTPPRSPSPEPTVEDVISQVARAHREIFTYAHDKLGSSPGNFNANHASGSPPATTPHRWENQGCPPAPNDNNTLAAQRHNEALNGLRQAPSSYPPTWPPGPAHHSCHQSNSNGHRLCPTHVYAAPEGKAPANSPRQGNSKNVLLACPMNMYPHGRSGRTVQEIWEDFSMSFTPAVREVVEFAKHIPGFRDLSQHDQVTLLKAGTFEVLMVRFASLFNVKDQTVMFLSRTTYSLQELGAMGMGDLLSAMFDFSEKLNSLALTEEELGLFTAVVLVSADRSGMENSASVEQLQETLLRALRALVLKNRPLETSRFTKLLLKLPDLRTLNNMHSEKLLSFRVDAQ
Active calls of the source: *; . = not tested or not shown. Only part of the results is shown; rates above refer to the full screens.

Order of values – SIAE primary	PRMT1 inh	rCAG RNA binder	LEDGF integ inh	HTRA1 inhibitor	PG9 Ab binder	TCR CD3 inh	mABHD4 FP	TDP2 inh	NR1D1 modulator
> CCOc1ccc2[nH]c(S(=O)(=O)CC)nc2c1Cl
 : 2	0	-2	3	0	-0.6	7	3	0	5
> O=C(Oc1ccccc1N1C(=O)C2CC=CCC2C1=O)c1ccc(Br)cc1 (stereo not given)
 : 3	0	-1	0	-4	-1.8	-3	-2	-2	-2
> COC(=O)C1=CN(Cc2ccc(OC)cc2)C=C(C(=O)OC)C1c1cccs1
 : 3	-2	-5	-1	-17	-1.5	6	-16	0	0
> Cc1c(N=Cc2c(O)n(C3CCCCC3)c(=O)[nH]c2=O)c(=O)n(-c2ccccc2)n1C
 : -2	-3	7	1	0	-0.8	8	1	1	1
> CC1(C)CC(=O)C2=C(C1)Nc1ccccc1NC2
 : -7	25*	-3	-6	-7	-4.8	-12	-1	-3	6
> Nc1ccc(C(=O)Nc2ccc(Nc3ccncc3)cc2)c([N+](=O)[O-])c1
 : 4	5	-1	-5	4	0.3	-6	-2	2	1
> COc1cccc(C(C(=O)NC2CCCCC2)N(CCN2CCOCC2)C(=O)C2COc3ccccc3O2)c1 (stereo not given)
 : -9	-4	-7	2	-3	-0.6	-1	-2	-7	4
> COc1ccc([N+](=O)[O-])cc1NCC(=O)Nc1cccc(S(=O)(=O)N2CCCC2)c1
 : -9	-3	15	3	-13	-0.4	0	-11	-16	-5
> COc1ccc(OCc2nnc(SCC(=O)Nc3ccccc3Cl)o2)cc1
 : -6	0	1	4	5	-0.6	4	4	0	-6
> CCc1nnc(NC(=O)CSc2nnc(-c3ccc(S(=O)(=O)N4CCCC4)cc3)n2CC)s1
 : 4	0	-3	2	0	-2.8	3	-2	-7	0
> CCOCCCNC(=O)C(NC(=O)c1ccccc1O)c1ccccc1 (stereo not given)
 : 0	-2	3	-4	2	0.6	4	-1	-4	-1
> CCOc1ccc2c(c1)C(C)=CC(C)(C)N2C(=O)Nc1ccccc1F
 : 4	20	3	22*	-1	-8.3	2	17	34*	-2
> O=C(CSc1ccc(-c2ccco2)nn1)NCc1ccccc1Cl
 : 11	10	2	-1	1	5.6	3	-10	11	12
> Cc1nnc(SCC(=O)NNC(=O)c2ccccc2)n1-c1ccccc1
 : -4	6	4	-1	6	1.2	-3	-6	-1	-8
> Cn1c(-c2ccsc2)c(-c2cccs2)c2cc(-c3cccc4[nH]ccc34)ccc21
 : -10	1	28	1	17	-2.9	-3	12	6	4
> Cc1c(C(=O)N2CCCCC2)c(S(=O)(=O)N2CCN(c3ccccc3F)CC2)c(C)n1C
 : -2	-4	-4	3	5	-1.1	-3	5	-8	1
> O=C(CN1CCN(c2ccc(O)cc2)CC1)NC(c1ccccc1)c1ccccc1
 : 4	25*	17	4	9	2.0	-6	17	-9	3
> Cc1cc(C)n2nc(C(=O)OCC(=O)c3cc(C)n(C)c3C)nc2n1
 : -1	4	2	4	3	-0.7	0	7	-7	1
> Cc1ccc(-c2ccc(CCC(=O)O)n2NC(=O)c2cccs2)cc1
 : 4	0	7	-3	-2	0.0	-1	-3	6	0
> COc1ccc(/C=C\c2onc(C)c2S(=O)(=O)N2CCC(C(=O)NCc3ccco3)CC2)cc1
 : -1	-9	14	1	-7	-2.5	-2	-9	-10	-1
> O=C(Nc1ccccc1Cl)N1CCN(c2ccc3nncn3n2)CC1
 : 1	0	3	2	6	1.1	3	2	3	-6
> O=C(COC(=O)c1cccc(S(=O)(=O)N2CCCCCC2)c1)NCc1ccc(Cl)cc1
 : -2	-1	0	-1	-2	1.0	-3	-4	7	2
> Cc1nc(C)n(CCNS(=O)(=O)c2ccccc2)n1
 : -4	0	0	0	-1	1.6	0	0	4	2
> Cc1ccc(S(=O)(=O)NCC(=O)NCC(=O)OCC(=O)NC(=O)NC(C)(C)C)cc1C
 : -1	0	-4	-2	-6	-3.7	-5	-8	-15	-1
> COc1ccc(C(=O)NCC(=O)OCC(=O)NC(=O)NC2CCCCC2)cc1OC
 : -2	0	-5	0	2	-0.7	-1	5	-4	10
> COc1ccc(S(=O)(=O)NCC2CCCN(C(=O)c3ccco3)C2)cc1 (stereo not given)
 : -4	5	1	1	-10	1.7	-8	1	8	1
> Cc1ccccc1S(=O)(=O)Cc1ccc(C(=O)NC2CCCCC2C)o1 (stereo not given)
 : -1	2	-4	-1	-3	-1.4	4	1	14	0
> Cc1ccc(C)c(S(=O)(=O)N2CCN(C(=O)C3CCN(c4ncnc5sc(C)c(C)c45)CC3)CC2)c1
 : -2	0	6	-2	-35	0.4	5	3	-1	-3
> CCNC(=O)c1ccc(N(C)S(=O)(=O)c2cccs2)cc1
 : -3	-1	1	-4	-2	-2.7	14	6	3	-4
> CCOC(=O)/C(=N\Nc1cc(Cl)ccc1Cl)N1CCN(CC)CC1
 : -4	-2	-2	1	2	-1.9	6	3	3	2

Additional results.
Order of values – SIAE primary	PRMT1 inh	rCAG RNA binder	LEDGF integ inh	HTRA1 inhibitor	PG9 Ab binder	TCR CD3 inh	mABHD4 FP	TDP2 inh	NR1D1 modulator
> Cc1cc2ccc(C)c(C)c2nc1SCC(=O)c1cccs1
 : -9	-5	7	1	-36	-1.8	3	-30	-4	3
> Cc1nnc(NC(=O)c2ccncc2)s1
 : -4	2	0	-4	6	0.5	-4	-1	-4	0
> COc1ccc(C(=O)Nc2cccc(/C=C(\CCC(=O)O)c3nc4ccccc4s3)c2)cc1
 : -30	6	62*	-4	-79	-0.7	-10	-44	-10	-3
> O=S(=O)(NCc1cccnc1)c1ccc(Br)c2ccccc12
 : 3	-6	7	-1	-5	2.0	4	-2	9	-2
> FC(F)(F)c1cc(Oc2ccc(Cl)cc2)nc(-c2ccccn2)n1
 : 8	-4	-2	4	1	2.0	-1	2	10	-2
> COc1ccc(CN2C(=O)C(CC(=O)NC3CC3)CC(C(=O)N3CCOCC3)=C2C)cc1 (stereo not given)
 : 2	-3	2	7	.	0.3	2	-1	-4	-2
> COc1cccc(/C=N/NC(=O)c2c(C)nc3ccc(Cl)cn23)c1O
 : 2	7	18	-9	62*	-3.5	17	35*	-18	2
> CC(C)c1ccc(-c2nnn(CCC#N)n2)cc1
 : -4	-3	-5	2	2	-2.3	0	-2	10	-4
> CC1CCC2(CC1)NC(=O)N(CC(=O)Nc1cc(S(=O)(=O)N3CCCC3)ccc1Cl)C2=O (stereo not given)
 : -2	-8	5	2	0	-1.2	4	1	7	0
> COc1nc(-c2ccc3c(c2)OCO3)n(-c2ccc(NC(=O)CSc3ccccc3)cc2)n1
 : -15	1	4	1	-41	0.5	2	-30	0	-2
> Fc1ccc(CN2CCN(C(=S)NCCc3ccccc3)CC2)c(Cl)c1
 : -4	-3	-7	2	-14	-0.1	3	-8	-14	3
> O=C1CC[C@@H](COc2ccc3[nH]cc(-c4ccccc4)c3c2-c2ccccc2)N1
 : 3	-1	7	-3	.	.	.	12	5	4
> Cc1cnc(CN(C)C(=O)CC2C(=O)NCCN2Cc2cccc(F)c2F)[nH]1 (stereo not given)
 : 3	3	-1	-1	0	-1.3	-1	4	7	4
> COc1cc(NS(=O)(=O)c2ccc(NC(C)=O)cc2)ncn1
 : -4	1	3	4	0	-2.2	5	5	4	-2
> CC1(C(=O)NS(=O)(=O)c2ccc(Br)cc2)CCN1C(=O)c1cccc(F)c1 (stereo not given)
 : 1	2	4	-2	.	0.3	1	7	7	-1
> COc1ccc(-c2ccc(SCc3cccnc3)nn2)cc1OC
 : 0	2	-6	1	-6	-1.7	7	-4	15	0
> CCCOP(=O)(c1ccc(N(C)C)cc1)C(O)c1cc(OC)ccc1OC (stereo not given)
 : 1	-3	-4	-3	-3	-2.0	-3	-4	3	-3
> CCOC(=O)N(C)[C@H]1C[C@H]2c3[nH]c4c(-c5ccccc5)cccc4c3CCN2C(=O)[C@H]1[C@H](C)O
 : 4	-4	3	1	.	0.5	8	-11	-6	5
> Cc1ccc(NC(=O)CCNC(=O)Cn2cnc3ccccc3c2=O)cc1F
 : -5	-4	0	0	-3	-1.6	7	-7	1	1
> O=C(C1CCCCN1S(=O)(=O)c1ccccc1)N1CCN(Cc2ccccc2)CC1 (stereo not given)
 : 7	-2	-5	-4	-2	-1.0	4	-2	-14	-2
> Cc1cccc(-c2cc(C(=O)Nc3cccnc3)c3ccccc3n2)c1
 : -24	-7	1	4	-34	-3.3	6	-19	-11	2
> CC(/C=N/NC(=O)c1cccnc1)=C\c1ccccc1
 : 4	-5	-2	1	0	-0.5	9	5	-1	-3
> CCOc1ccccc1NC(=O)CN(c1ccc(OC)c(OC)c1)S(=O)(=O)c1ccc(C)cc1
 : -8	3	4	0	-20	0.1	-9	-1	0	-8
> O=C(/C=C/c1ccc(Cl)cc1)NCc1ccco1
 : -8	2	0	-2	0	-0.9	1	-4	-7	1
> CCOc1ccc(C(=O)Nc2ccc(S(=O)(=O)N3CCOCC3)cc2)cc1OCC
 : -6	1	-2	1	-8	-0.8	3	2	-2	0
> CCOC(=O)c1ccc(NCCc2ccc(OC)c(OC)c2)c(N)c1
 : 2	-4	-5	1	-25	-0.8	-9	-8	-5	0
> O=C(O)c1cc(-c2ccccc2)n(-c2ccc(Cl)cc2)n1
 : 4	1	3	3	-1	1.1	8	5	-7	4
> O=C(c1cn[nH]c1)N1CCc2c([nH]c3ccccc23)C1c1c(F)cccc1Cl (stereo not given)
 : 4	-3	0	7	-45	0.9	-1	1	-3	1
> COc1ccc(S(=O)(=O)NC(=O)C2(C)CCN2C(=O)C2(c3ccccc3)CCCC2)cc1 (stereo not given)
 : 2	0	27	-1	.	0.2	4	8	10	-2
> CNC(=O)COc1ccc(S(=O)(=O)Nc2ccc(C)cc2)cc1
 : 4	-3	-5	-5	4	0.7	3	0	-8	0

More entries.
Order of values – SIAE primary	PRMT1 inh	rCAG RNA binder	LEDGF integ inh	HTRA1 inhibitor	PG9 Ab binder	TCR CD3 inh	mABHD4 FP	TDP2 inh	NR1D1 modulator
> CC(OC(=O)C1=COCCO1)C(=O)c1ccc(Br)cc1 (stereo not given)
 : 4	1	0	4	8	3.1	-2	-8	4	-6
> COCCNC(=O)COc1ccc(Nc2ccccc2)cc1
 : 6	2	-1	1	6	-5.5	-2	3	9	4
> O=C(NC1C/C(=N/O)c2cc3c(cc21)OCO3)C(F)(F)F (stereo not given)
 : -3	-6	3	9	3	0.3	-7	-8	-19	-2
> CCOC(=O)c1c(-c2ccccc2)oc2ccc(O)cc12
 : -10	5	3	-2	-28	0.1	-5	-7	-4	9
> CCOC(=O)CSc1c(-c2ccccc2)c2cc(Cl)ccc2[nH]c1=O
 : -1	1	-1	1	-25	-2.3	2	10	0	4
> COc1ccc(NC(=O)CN(C)S(=O)(=O)c2ccc3c(c2)n(C)c(=O)c(=O)n3C)cc1
 : 2	-2	0	2	-2	0.7	2	-5	15	3

An excerpt from above in order of the PG9 Ab binder value, low to high.
mol	PG9 Ab binder
COCCNC(=O)COc1ccc(Nc2ccccc2)cc1	-5.5
CCOC(=O)CSc1c(-c2ccccc2)c2cc(Cl)ccc2[nH]c1=O	-2.3
CCOC(=O)c1c(-c2ccccc2)oc2ccc(O)cc12	0.1

Screening results deposited in PubChem by several laboratories.
